TDP43 rescue = rescues yeast growth from TDP-43 toxicity; TDP-43 expressing yeast growth rescue, BacTiter-Glo, 24 h; Potency, µM (top dose mostly 46.1 µM), for the others: top-dose growth rescue (activation), actives largely listed as activators; 1.8% of 410,000 active; also: potency is read from the fitted curve at half-maximal effect; % of control where 0% means no effect; nearly all actives have a fitted effect of over 50% in size
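Luminescence from BacTiter-Glo reports growth of TDP-43-expressing yeast after 24 hr at 30 deg C with compound. Cells were raffinose-pregrown to mid-log, then seeded in galactose medium at OD600=0.02.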
DRD3 antagonist = antagonists of human D3 dopamine receptor | D3R cells, DiscoveRx beta-arrestin luminescence, antagonist mode; stronger effect = lower value | max response, negative = inhibition, % | 2.5% of 360,000 active; in the data active = max response below about -50%; inconclusive = no clear call, values can overlap the other calls; also: % is scaled to controls: 0 for no effect and ±100 for the full control effect; mostly tested at two doses, the higher about 12 µM
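Cells expressing the human receptor were seeded at 1500 cells/well, incubated overnight at 37 degrees C in 5% CO2, then exposed to library compounds with dopamine controls for 90 minutes at 37 degrees C before luminescent detection.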
GLP1R inv ag = inverse agonists of human GLP-1 receptor; P43220; HEK293 GLP-1R CRE-luciferase, luminescence, 24 h; GLP-1R form is constitutively active; Potency, µM (series often up to 38.3 µM), for inactives: at the top dose activity change, negative = inhibition, hits mostly inhibitors; 1.6% of 410,000 active; AID 624417; also: potency is read from the fitted curve at half-maximal effect; % is scaled to controls: 0 for no effect and ±100 for the full control effect; nearly all actives have a fitted effect of over 55% in size
Target sequence (P43220 whole entry, looked up): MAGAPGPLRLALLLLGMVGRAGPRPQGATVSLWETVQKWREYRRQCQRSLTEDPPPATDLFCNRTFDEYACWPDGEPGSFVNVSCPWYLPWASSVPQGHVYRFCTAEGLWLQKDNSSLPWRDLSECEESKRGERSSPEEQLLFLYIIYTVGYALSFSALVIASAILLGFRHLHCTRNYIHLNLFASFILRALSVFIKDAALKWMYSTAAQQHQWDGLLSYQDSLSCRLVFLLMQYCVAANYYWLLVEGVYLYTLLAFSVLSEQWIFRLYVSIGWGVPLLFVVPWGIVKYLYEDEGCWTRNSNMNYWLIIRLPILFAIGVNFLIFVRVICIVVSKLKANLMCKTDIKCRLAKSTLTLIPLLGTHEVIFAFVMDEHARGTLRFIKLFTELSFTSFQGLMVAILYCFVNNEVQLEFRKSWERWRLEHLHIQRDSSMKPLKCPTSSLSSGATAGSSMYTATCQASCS
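qHTS in 1536-well format: reporter HEK293 cells expressing constitutive GLP-1R activity in DMEM + 10% Nu serum, 24 hr with compounds at 37 deg C, luminescence read after 12 min with detection reagent.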
Abeta rescue = A-beta toxicity reversal in yeast; Potency, µM (doses to about 46.1 µM), for inactives: at the highest dose growth rescue, most hits filed as activators; 0.063% of 410,000 active; AID 1347071; yeast expressing A-beta42, growth rescue, OD600, 48 h; response scale: 0% DMSO, 100% iron-clioquinol control; also: potency is read from the fitted curve at half-maximal effect; nearly all actives have a fitted effect of over 55% in size
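Yeast growth medium received pinned compounds, then yeast cells expressing toxic A-beta were added; plates incubated at 30 C for 48 hr. Growth read as absorbance at 600 nm, normalized to DMSO and equimolar FeCl3 plus clioquinol controls.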
Akt phos inh = inhibitors of Akt phosphorylation; Neuro2A IGF-stimulated pAkt S473 HTRF, 20 min; stronger effect = lower value; activity change, % for hits at 50 µM; 0.32% of 360,000 active; in the data active = activity change below about -80%; inconclusive = mostly about -51% to -80%; also: % is scaled to controls: 0 for no effect and ±100 for the full control effect
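Neuro2A cells in DMEM with 0.5% FBS, overnight at 37 deg C, given compound at single 50 µM final, then IGF (6 nM final) for 20 min at 37 deg C. Lysed; phospho-Akt Ser473 by HTRF after 24 h, 665/615 ratio.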
PTHR1 ag = activates the human parathyroid hormone receptor PTHR1 | Q03431 | HEK293 GP2 PTHR1 cells, GloSensor cAMP luminescence, 1 h | Potency, µM (highest dose often 115 µM), for inactives: top-dose activation, usual class: activators | 0.075% of 410,000 active | AID 743266; also: potency is read from the fitted curve at half-maximal effect; nearly all actives have a fitted effect of over 55% in size; some results filed as inactive show a strong effect at the top dose; inactives centre near -15; many of its hits are not listed in these tables
Target sequence (Q03431 whole entry, looked up): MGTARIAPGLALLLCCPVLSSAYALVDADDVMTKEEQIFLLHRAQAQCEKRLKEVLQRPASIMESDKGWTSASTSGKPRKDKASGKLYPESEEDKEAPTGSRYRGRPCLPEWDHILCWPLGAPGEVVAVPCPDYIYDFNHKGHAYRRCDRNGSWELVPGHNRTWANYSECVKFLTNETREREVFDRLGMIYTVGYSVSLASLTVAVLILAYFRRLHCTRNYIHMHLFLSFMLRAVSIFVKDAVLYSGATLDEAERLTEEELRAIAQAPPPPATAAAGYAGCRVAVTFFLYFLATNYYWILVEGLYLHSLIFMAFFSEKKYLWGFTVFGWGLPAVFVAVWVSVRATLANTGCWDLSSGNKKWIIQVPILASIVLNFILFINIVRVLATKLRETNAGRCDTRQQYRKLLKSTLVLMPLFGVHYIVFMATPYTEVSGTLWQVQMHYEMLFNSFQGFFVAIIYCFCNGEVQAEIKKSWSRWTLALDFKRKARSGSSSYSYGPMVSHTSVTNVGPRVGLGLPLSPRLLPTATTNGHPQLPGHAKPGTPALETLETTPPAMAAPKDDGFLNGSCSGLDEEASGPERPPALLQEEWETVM
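HEK-293-derived GP2 cells expressing PTHR1 and a GloSensor cAMP reporter, 3,000/well, plated overnight, given luciferin plus IBMX (each 0.5 mM as added) for 1 h at 37 °C, then compound for 1 h at 37 °C. Luminescence was read after 15 min at room temperature.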
aSyn rescue = inhibitors of alpha-synuclein toxicity in yeast. Yeast expressing alpha-synuclein, growth rescue, BacTiter-Glo, 24 h. Potency, µM (doses to about 46.1 µM), for inactives: top-dose growth rescue (activation), usual class: activators. 0.14% of 370,000 active; also: potency is read from the fitted curve at half-maximal effect; % of control where 0% means no effect; nearly all actives have a fitted effect of over 65% in size
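Screening used galactose-induced yeast with toxic alpha-synuclein levels, exposed to compound for 24 hr at 30 deg C. Cell growth, read with BacTiter-Glo luminescence, gave the measured signal.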
GLP-1R agonist = activates the human GLP-1 receptor; P43220; HEK293 GLP-1R CRE-luciferase, luminescence, 4-6 h; cells express a hypersensitive GLP-1R form; Potency, µM (series often up to 45.6 µM), for the others: at the highest dose activation, most hits filed as activators; 0.007% of 380,000 active; AID 624172; also: potency is read from the fitted curve at half-maximal effect; % of control where 0% means no effect
FUS suppressor = FUS proteinopathy suppression in yeast. Potency, µM (top dose mostly 76.6 µM), inactives show at the highest dose growth rescue (activation), hits mostly activators. S. cerevisiae FUS-expressing, growth rescue, OD600, 24 h. AID 1347120. 0.24% of 390,000 active;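 also: potency is read from the fitted curve at half-maximal effect; plate controls were DMSO vehicle for no effect and reference control for full effect; nearly all actives have a fitted effect of over 55% in size; some results filed as inactive show a strong effect at the top dose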
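FUS-expressing yeast, raffinose-pregrown, induced in 2% galactose minimal medium at OD 0.005; compounds in a dilution series, 24hr at 30C. Growth restoration read as absorbance at 600 nm. CP55940 positive control, DMSO negative.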
Starred values were filed as active, the others as inactive; i = inactive; ? = inconclusive; nt = no result given; [ ] = remark or other dose. Unless noted, calls follow the shape of the dose curve; as a rule, active = well fitted curve in the direction sought with a large enough effect; inconclusive = small, poorly fitted or top-dose-only effect, or another doubt; inactive = no such curve, though single readings can be large; an effect the other way counts as inactive or inconclusive. Some of the compounds tested; count on the stated rates, not on these rows.

SMILES | GLP-1R agonist | Abeta rescue | DRD3 antagonist | FUS suppressor | Akt phos inh | PTHR1 ag | TDP43 rescue | aSyn rescue | GLP1R inv ag
COCCCNCCCOc1ccc(C(C)(C)c2ccccc2)cc1 | 0.8% | 1.9% | -21.9 | nt | i | -4.2% | -7.1% | -6.4% | ?
O=C(O)c1ccc(N=Cc2nc(-c3ccco3)oc2O)cc1 | 3.4% | -0.4% | -5.1 | 14.7% | i | -2.4% | -1.3% | -4.0% | 12.3%
O=C(NC1CC1(c1ccccc1)c1ccccc1)c1ccccc1 (stereo not given) | -7.5% | 10.9% | -0.5 | nt | i | i | ? | 5.2% | ?
O=C(COC(=O)[C@@H]1CC(O)CN1S(=O)(=O)c1ccc(Cl)c(Cl)c1)NC(=O)NCc1ccccc1 (stereo not given in full) | 8.8% | 0.4% | -19.6 | 40.6% | i | -15.9% | -20.7% | -1.6% | -30.8%
COc1ccc(F)cc1CN1CCN(C(=O)CCC(=O)Nc2nnc(C(C)C)s2)CC1 | -2.8% | -1.8% | ? | -3.6% | i | i | -8.8% | -3.0% | -22.7%
COc1cc2cnc(CCCC#N)cc2cc1OC | 7.9% | -14.7% | -1.3 | 1.0% | i | 9.2% | -18.4% | -6.7% | 136.8%[activator]
CCOC(=O)c1c(NC(=O)CSc2nnc(Cc3csc(N)n3)n2C)sc(C)c1C | 11.9% | -0.5% | 17.3 | 26.5% | i | i | -19.6% | 3.9% | -0.9%
O=C(CCCN1C(=O)/C(=C/c2ccc3c(c2)OCO3)SC1=S)Nc1ccc(C(=O)O)cc1 | -4.2% | 8.7% | -8.1 | 21.9% | i | i | 12.2% | 6.9% | -22.1%
Cc1ccc(C)c(NC(=O)CSc2ccc(-c3cccs3)nn2)c1 | 13.8% | -14.3% | 1.6 | 12.4% | i | i | -15.5% | -4.9% | 15.0%
CCOC(=O)C1CCN(C(=O)C2(NC(=O)Nc3ccccc3C)CCCCC2)CC1 | -0.9% | -9.1% | 3.9 | 11.7% | i | i | 0.0% | 0.1% | 11.1%
Cc1cc(-c2ccc(C)c(S(=O)(=O)Nc3cccc(C)n3)c2)on1 | nt | 7.4% | nt | 3.7% | nt | -21.4% | 18.0% | nt | 4.9%
Cc1ccc(Cl)cc1NC(=O)c1nnn(Cc2ccccc2)c1N | nt | -22.8% | nt | 10.8% | nt | -9.4% | 4.6% | nt | 3.6%
CCCCn1c(=O)[nH]c(=O)c2c1nc(-c1ccccc1F)n2Cc1ccccc1 | 18.0% | -1.5% | 1.6 | ? | i | -18.1% | nt | 8.2% | ?
CCCCc1nnc(NC(=O)Cn2cnc3ccccc3c2=O)s1 | -1.6% | 3.5% | 12.6 | 2.6% | i | i | 7.1% | -0.3% | -27.4%[7.66 µM]
CSc1nc(-c2ccccc2)c(C#N)c(=O)n1C | 9.5% | -40.5%[inhibitor] | -4.9 | 18.6% | i | -5.2% | -4.1% | -5.5% | -12.0%
Cc1ccc(S(=O)(=O)N2CCCCC2)cc1C(=O)Nc1ccccn1 | -9.7% | 16.5% | 13.2 | 13.9% | i | i | 7.8% | 1.7% | -28.8%
Cn1ncc(C#N)c1NC(=O)C1CC(c2ccc(Cl)c(Cl)c2)=NO1 (stereo not given) | -5.4% | 17.7% | -1.8 | -5.0% | i | -11.6%[57.5 µM] | 5.0% | 3.0% | -3.6%
Cc1ccc(NC(=O)CSc2nnc(C)s2)c(C)c1 | nt | -12.7% | nt | -4.0% | nt | i | 7.1% | nt | 0.1%
Cc1ccc(C)c(CSc2cn(CCNC(=O)c3cccs3)c3ccccc23)c1 | -5.7% | -4.0% | nt | 33.8% | nt | -23.6% | 13.1% | nt | ?
CC(C)c1ccc(S(=O)(=O)c2n[nH]n3c2nc(=O)c2ccccc23)cc1 | -11.3% | -0.7% | -9.4 | -22.8% | i | i | -10.9% | -9.4% | 0.0%
CC1Oc2ccccc2OC1C(=O)Nc1nccs1 (stereo not given) | 8.2% | 2.2% | 9.6 | 11.3% | i | i | 7.2% | -2.2% | 9.6%
O=C(CCc1nc2ccccc2c(=O)[nH]1)Nc1ccc(Cl)c(Cl)c1 | -6.5% | 11.7% | -4.1 | nt | i | -29.1% | 10.9% | 1.8% | -5.7%
COc1cccc(C2C=C(Nc3ccccc3)C(=O)N2c2ccccc2)c1 (stereo not given) | 1.3% | 7.0% | 0.8 | 43.6% | i | -13.6% | 0.5% | -2.4% | ?
CSc1ccccc1-c1nnc(-c2ccc(Cl)c(Cl)c2)o1 | 5.0% | 10.2% | 1.4 | -16.2% | i | -36.0%[inhibitor] | -2.1% | -1.0% | -1.8%
Cc1cc(Br)ccc1NC(=S)N1CCOCC1 | 7.8% | -10.0% | 6.5 | -0.7% | i | i | -6.4% | -10.1% | -17.3%
COc1ccc(-c2nc3ccccc3n3c(-c4ccc(OC)cc4)c4c(=O)n(C)c(=O)n(C)c4c23)cc1 | nt | 3.5% | nt | 17.6% | nt | i | ? | nt | -4.1%
O=C(NCc1nnc(SCC(=O)N2CCCCC2)o1)c1c(F)cccc1F | -12.9% | -2.7% | -13.8 | nt | i | i | -1.5% | -3.4% | -1.4%
O=C(NC1CCCC1)C1CCN(C(=O)Nc2cccc(Cl)c2)CC1 | 10.2% | 10.0% | 2.3 | 3.2% | i | i | -2.1% | -0.7% | -7.4%
COc1cccc(Nc2ncnc3c2cnn3-c2cccc(C)c2)c1 | 1.1% | 3.5% | 32.5 | 30.0% | i | i | -13.9% | -8.9% | 0.0%
Cc1ccc(OCCCN2CCOCC2)c([N+](=O)[O-])c1 | 9.2% | 10.5% | ? | -1.3% | i | i | -14.1% | 5.7% | 14.4%
COc1ccc(-c2sc3cc(OC)c(OC)cc3c2C#CC(C)(C)O)cc1 | ? | 1.4% | 0.0 | 20.3% | i | -18.2% | 20.3% | 1.7% | 3.6%
CCN(Cc1ccccc1)C(=O)c1cc2ccc3cccnc3c2[nH]1 | nt | -16.7% | nt | 36.0% | nt | -111.9%[inhibitor] | ? | nt | ?
CNC(=O)c1ccc(NC(=O)COc2ccc(-c3nn(C)c(=O)c4ccccc34)cc2)cc1 | 27.7% | 2.8% | nt | 31.1% | nt | i | 0.0% | nt | 26.0%
N=c1c(S(=O)(=O)c2ccc(Cl)cc2)cc2c(=O)n3ccccc3nc2n1Cc1cccnc1 | 2.0% | 6.3% | 18.0 | 3.6% | i | -0.1% | 8.5% | 3.6% | 7.8%
CCc1nc2ccccc2c(C(=O)OCc2nnc(-c3ccccc3)o2)c1C | 26.5% | 5.4% | 27.9 | -4.1% | i | -8.5%[57.5 µM] | 7.4% | -1.5% | -5.3%
O=S(=O)(c1cccc2nonc12)N1CCCCCC1 | 0.5% | -34.8%[inhibitor] | 11.6 | -8.8% | i | i | 21.2% | 7.4% | -15.4%
Cc1ccccc1-n1nc2c(c1NC(=O)c1ccc3c(c1)OCO3)CS(=O)(=O)C2 | 7.8% | -1.9% | 4.3 | nt | i | i | 12.4% | -3.1% | 6.1%
CC(C)Cc1n[nH]c(=O)c2c1nnn2Cc1ccccc1F | 21.6% | 7.1% | -13.7 | 6.9% | i | -3.2% | -11.2% | -5.6% | 70.3%[activator]
CCCCn1c(N)c(N(CCOC)C(=O)Cn2c(=O)cnc3ccccc32)c(=O)[nH]c1=O | 6.3% | 0.3% | 3.9 | 1.0% | i | -23.3% | 8.5% | 7.9% | 15.2%
CSc1nc2sc(-c3ccccc3)cc2c(=O)n1N | 4.9% | -13.2% | -11.9 | nt | i | -28.6% | -0.3% | -2.4% | 1.4%
CCn1c(=O)c(C(=O)Nc2ccccc2S(N)(=O)=O)c(O)c2ccccc21 | 1.3% | 15.6% | 21.1 | -9.9% | i | i | -1.8% | -0.1% | 17.3%
CCNS(=O)(=O)c1ccc(NC(=S)N2CCc3ccccc32)cc1 | -3.0% | -16.7% | -27.0 | 14.7% | i | -47.7%[inhibitor] | -22.6% | -2.0% | ?
CCN(CC)S(=O)(=O)c1ccc(OC)c(NC(=O)c2cccc(C)c2[N+](=O)[O-])c1 | 9.0% | 3.8% | 14.7 | 3.7% | i | -38.9%[inhibitor] | 13.6% | 0.8% | 13.9%
Cc1ccccc1Cn1cc(NC(=O)c2cc(-c3cccs3)on2)cn1 | -8.6% | 6.9% | 28.1 | 20.2% | ? | -12.0%[57.5 µM] | -20.7% | 2.7% | 0.0%
CCOc1cccc(CN2CCN(c3cccc(C(F)(F)F)c3)CC2)c1O | 18.1% | 1.8% | -95.8* | 28.6% | i | i | -13.3% | 0.2% | -7.1%
Cc1cc(C(=O)COC(=O)c2ccc(O)cc2O)c(C)n1C(C)C | 16.1% | -1.1% | 17.8 | -2.0% | i | -41.0%[inhibitor] | 17.1% | -2.4% | ?
COc1ccc(C(O)c2ncc(-c3ccccc3OC)[nH]2)cc1 (stereo not given) | -6.5% | 2.4% | 20.1 | 13.4% | i | -7.4% | 8.5% | 2.7% | -21.9%
CCCn1c(N)c(N2CCCCC2)c(=O)n(CC(=O)Nc2ccccc2C(F)(F)F)c1=O | -6.7% | -2.5% | -26.4 | -4.0% | i | -5.8% | 19.6% | -5.0% | 1.1%
COC(=O)CN1C2(C#N)CCCCC2CC2CCCCC21C#N (stereo not given) | -1.5% | -4.9% | 19.1 | -6.0% | i | -15.3% | 2.2% | -13.8% | -10.9%

From PubChem
